STAT3 activator: activators of IL-6 induced STAT3 signaling; U3A cells, IL-6 STAT3-luciferase reporter, luminescence; 100% = signal with IL-6 EC80 alone; AID 871; activation (% of control), % at 5.6 µM; 190,000 compounds, 0.91% hits;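 active means activation above the screen-wide mean of compound activation plus 3 SD, cut at about 130% in these data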;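 further: 0% = background luminescence of wells with medium and substrate only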
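Material: human U3A cells carrying STAT3-luciferase construct. Measured by: reporter luminescence signal. Timing: compound 1 h, then IL-6 6 h at 37 °C.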
S1P3 antag: antagonists of human S1P3 receptor; Q99500; 170,000 compounds, 0.27% hits; inhibition, % at 4.98 µM; CHO S1P3 NFAT-BLA reporter, FRET fluorescence, antagonist mode; AID 485;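 active means inhibition above the plate cutoff, the mean inhibition of test wells on that plate plus 3 SD, cut at about 28% in these data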;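 further: cells challenged with S1P at its EC80 of 0.8 µM; blue over green emission ratio from cleaved BLA substrate after 4 h stimulation; 0% = S1P-stimulated wells and 100% = unstimulated DMSO-only wells; some compounds past the cut are filed as inactive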
RAM inhibit: yeast RAM network inhibition | S. cerevisiae dse1pr::URA3 reporter, 5-FOA growth OD615, 2 d; analog-sensitive cbk1-as2 kinase mutant strain | inhibition, % at 50 µM | 190,000 compounds, 1.8% hits;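 active means inhibition above a set limit, 3 SD over mean compound inhibition, cut at about 8.4% in these data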;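 further: 0% = DMSO-only wells with no growth and 100% = 10 µM 1-NA-PP1 full growth; inhibition rescues growth on 5-FOA so higher OD means more RAM inhibition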
ROMK mod: modulators of human ROMK potassium channel. P48048. Tet-inducible ROMK, thallium flux fluorescence; actives lie on both sides. B-score at 10 µM. 130,000 compounds, 2% hits. AID 1918;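 active means signal ratio slope over the read window, or its plate-corrected B-score, at least 3 SD from the plate mean, either direction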;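 further: B-score of the F/F0 ratio slope over 7 to 12 s after thallium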
Target sequence (P48048 whole entry, looked up): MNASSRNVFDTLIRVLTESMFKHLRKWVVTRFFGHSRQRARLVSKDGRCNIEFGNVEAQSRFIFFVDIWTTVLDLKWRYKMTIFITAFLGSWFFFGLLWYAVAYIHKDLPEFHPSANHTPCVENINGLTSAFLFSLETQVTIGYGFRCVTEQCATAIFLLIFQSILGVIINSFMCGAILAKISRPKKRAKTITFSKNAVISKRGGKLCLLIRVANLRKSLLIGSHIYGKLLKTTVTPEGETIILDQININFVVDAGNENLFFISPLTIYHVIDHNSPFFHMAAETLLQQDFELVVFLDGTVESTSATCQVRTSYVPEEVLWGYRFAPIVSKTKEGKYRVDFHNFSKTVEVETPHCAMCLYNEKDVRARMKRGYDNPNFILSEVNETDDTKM
STAT1 inh: reduces IFN-gamma driven STAT1 reporter signal; 200,000 compounds, 0.35% hits; AID 920; NIH 3T3 STAT1-luciferase reporter, luminescence; inhibition, % at 5.5 µM;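 active means inhibition above a set limit, the mean inhibition across all tested compounds plus 3 SD, cut at about 34% in these data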;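 further: 0% = IFN-gamma with DMSO and 100% = IFN-gamma with 300 µM nifuroxazide; values of inactives mirror those of a sister screen read the other way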
STAT3 inh: STAT3 signaling inhibition; U3A cells, IL-6 STAT3-luciferase reporter, luminescence; host cell line lacks STAT1; inhibition, % at 5.5 µM; 190,000 compounds, 0.89% hits;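 active means inhibition above the mean inhibition across all screened compounds plus 3 SD, cut at about 44% in these data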;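 further: 0% = DMSO only wells and 100% = 100 µM nifuroxazide control wells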
PPARg SRC-2 ag: agonists of SRC-2 recruitment by human PPARgamma. P37231. PPARgamma LBD-SRC-2 recruitment, biochemical. activation, % at 8 µM. 200,000 compounds, 0.34% hits. AID 1032; in the data active means activation above about 22%;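 further: 0% = vehicle and 100% = reference agonist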
Target sequence (P37231 whole entry, looked up, the tested form may be a part): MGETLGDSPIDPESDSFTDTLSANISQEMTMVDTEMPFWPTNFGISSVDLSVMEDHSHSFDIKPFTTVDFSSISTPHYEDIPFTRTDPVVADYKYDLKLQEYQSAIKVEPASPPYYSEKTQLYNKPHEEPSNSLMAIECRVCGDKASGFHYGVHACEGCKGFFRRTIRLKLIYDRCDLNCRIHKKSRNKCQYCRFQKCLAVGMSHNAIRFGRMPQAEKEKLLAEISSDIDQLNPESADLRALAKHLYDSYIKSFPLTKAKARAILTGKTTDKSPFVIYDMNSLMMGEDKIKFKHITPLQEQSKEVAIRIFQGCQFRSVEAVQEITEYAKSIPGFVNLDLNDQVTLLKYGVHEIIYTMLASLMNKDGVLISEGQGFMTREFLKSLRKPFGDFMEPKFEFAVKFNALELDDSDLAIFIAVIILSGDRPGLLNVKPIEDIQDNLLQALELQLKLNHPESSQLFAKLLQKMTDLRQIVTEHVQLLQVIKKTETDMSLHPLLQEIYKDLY
PPARg SRC-1 ag: PPARgamma-driven SRC-1 recruitment agonism; P37231; PPARgamma-SRC-1 coactivator recruitment biochemical assay; activation, % at 8 µM; 200,000 compounds, 0.41% hits; AID 631; in the data active means activation above about 19%;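 further: 0% = DMSO and 100% = reference agonist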
TLR4-MyD88 BLA: inhibitors of human TLR4-MyD88 binding; HeLa CL3-4 TLR4/MyD88 BLA complementation, FRET ratio; 200,000 compounds, 0.18% hits; inhibition, % at 8.4 µM; in the data active means inhibition above about 25%;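 further: 0% = vehicle and 100% = reference inhibitor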
SRC2 TRFRET art: TR-FRET artefact, counter-screen to PPARgamma/SRC-2 agonist assay. stronger effect = higher value. TR-FRET ratio at 8 µM. 200,000 compounds, 0.4% hits; in the data active means TR-FRET ratio above about 2000; further: inactives centre near 1500; reference of the scale not given here
PPARg SRC-3 ag: PPARgamma-driven SRC-3 recruitment agonism; P37231; 200,000 compounds, 0.26% hits; AID 731; activation, % at 8 µM; biochemical PPARgamma/SRC-3 coactivator recruitment assay; in the data active means activation above about 23%;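 further: 0% = DMSO and 100% = reference agonist; some compounds past the cut are filed as inactive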
* marks the source's active call; other numbers are inactive results; / = not tested or not shown.

canonical_smiles	ROMK mod	TLR4-MyD88 BLA	STAT3 inh	STAT1 inh	RAM inhibit	S1P3 antag	SRC2 TRFRET art	PPARg SRC-3 ag	STAT3 activator	PPARg SRC-1 ag	PPARg SRC-2 ag
CCCC(C)NC(=S)NC(=O)c1cc(S(=O)(=O)N2CCOCC2)ccc1C (stereo not drawn)	-0.84	4	16	11	0.5	-2	1366	1	90	11	-1
O=C(CCCNS(=O)(=O)c1cccs1)N1CCN(c2cccc(Cl)c2)CC1	/	6	14	3	2.9	/	1684	5	92	6	11
N#Cc1ccc(NC(=S)NC(=O)CCc2ccc(S(=O)(=O)N3CCOCC3)cc2)cc1	0.049	-5	16	-9	4.0	-13	1409	-2	89	-6	3
NC(=O)Cn1c(=O)oc2ccccc21	/	2	6	4	-0.3	-16	1499	0	100	4	2
Cc1occc1C(=O)NNC(=O)c1ccc(Br)o1	0.25	1	2	-5	1.9	-11	1548	-3	103	-4	-1
CCOC(=O)CN1C(c2ccc(O)cc2)Nc2ccc(Br)cc2C1c1ccccc1 (stereo not drawn)	0.23	0	-1	-6	0.1	-36	1472	-5	104	-9	1
Cc1ncoc1C(=O)N1CCCC(CCC(=O)NCc2ccc(F)c(F)c2)C1 (stereo not drawn)	0.47	8	0	-8	1.6	-15	1730	4	105	3	7
Cc1ccc(CSc2nnc(-c3ccncc3)n2CC2CCCO2)cc1 (stereo not drawn)	/	-2	8	-4	1.2	/	1540	4	96	1	-1
COc1ccc(CN2CCC(N3CCC(C(=O)N4CCOCC4)CC3)CC2)c(F)c1	0.64	-11	4	3	0.8	-3	1420	-3	100	3	-3
Cc1ccc2oc(=O)c3cnn(CC(=O)NC4CCCCC4C)c3c2c1 (stereo not drawn)	/	15	-8	-1	-0.9	-35	1704	-7	110	4	1
CN1CCN(C(=O)/C(=C/c2ccccc2)c2ccccc2)CC1	/	11	-12	-4	0.5	/	1520	-4	111	4	2
c1csc(-c2noc(COc3ccc4c(c3)CCCC4)n2)c1	/	-1	11	-35	-1.8	7	1592	-3	94	-1	9
CCCOc1ccc(C(=O)NCCC(=O)NCCCC(=O)OCC)cc1	/	-11	0	9	-0.2	-18	1594	9	103	7	0
Cc1cc(C(=O)COC(=O)CCC(=O)c2ccc3c(c2)OCCO3)c(C)n1Cc1ccco1	0.63	4	-1	-3	7.6	-26	1484	7	103	5	7
O=C1/C(=C/c2cccs2)CCc2ccccc21	-0.76	5	14	1	-0.4	/	1429	14	86	7	2
C/C(=N/NC(=O)c1ccco1)c1cccnc1	/	-7	1	-3	3.5	4	1539	6	101	18	7
CSc1nc2ccc(NC(=O)c3nn(C(C)C)c(=O)c4ccccc34)cc2s1	-0.19	-3	17	1	3.3	7	1667	3	84	8	-3
CCCCN(C)C(=O)CCC(=O)NNc1nc2ccccc2c2nc(C)nn12	0.18	9	1	3	1.4	-1	1431	5	99	3	6
Cc1ccn2cc(-c3cccc(NS(C)(=O)=O)c3)nc2c1	1.8	-6	10	-32	0.7	-8	1636	1	98	0	-1
O=C(CNC(=O)C1CCCCC1)Nc1ccccc1Cl	0.044	-6	16	5	2.5	-12	1535	-1	89	-2	11

Carrying on:
canonical_smiles	ROMK mod	TLR4-MyD88 BLA	STAT3 inh	STAT1 inh	RAM inhibit	S1P3 antag	SRC2 TRFRET art	PPARg SRC-3 ag	STAT3 activator	PPARg SRC-1 ag	PPARg SRC-2 ag
COCc1c(Br)c(C)[nH]c(=O)c1C#N	0.41	-11	7	3	0.6	/	1847	2	97	4	5
O=C(CSc1nnc(Cc2cccs2)n1-c1ccccc1)NC1CCCCC1	-0.45	-1	-2	2	0.3	19	1540	-5	104	4	11
N/C(=N\OC(=O)c1ccc(Br)o1)c1cccnc1	-0.88	7	15	-35	0.7	-4	1568	9	90	1	0
O=C(CSc1nc2ccccc2o1)NCc1ccc2c(c1)OCO2	/	-2	10	0	3.7	-11	1457	4	96	-2	6
CN(c1ccc(Cl)cc1)c1cc(=O)n(C)c2ccccc12	/	6	2	17	-1.4	-23	1515	4	100	2	-7
CCCCNC(=O)c1ccccc1NC(=O)c1ccc2c(c1)OCO2	0.84	-15	24	6	1.5	-10	1564	2	86	1	-5
CCOC(=O)N1CCN(C(=O)/C=C/c2ccc3c(c2)OCO3)CC1	0.069	3	6	6	1.6	-5	1570	1	95	-5	5
CC(C)(C)OC(=O)N/N=C/c1cn(-c2ccccc2)nc1-c1cccnc1	0.11	2	16	12	2.0	-2	1626	3	87	6	1
CCCN1CCN(CCCNC(=O)Cn2nc(-c3ccc(Cl)cc3)ccc2=O)CC1	/	4	-3	-4	-0.2	-3	1393	6	105	-2	1
O=S(=O)(c1ccc(Cl)cc1)N1CCN(c2ccc(N3CCOCC3)nn2)CC1	1.3	-9	2	6	1.4	14	1710	2	102	6	5
O=C(CSc1nc(O)cc(=O)[nH]1)C1CC1	/	-9	-1	-6	1.6	-6	1482	2	109	-1	1
CCCCc1ccc(NC(=S)N2CCCC(C)C2)cc1 (stereo not drawn)	-0.42	11	-5	5	0.9	-19	1636	2	108	10	-3
CN1CCc2c(sc3c2C(=O)NC(/C=C/c2ccco2)N3)C1 (stereo not drawn)	/	-2	2	3	/	4	1535	5	100	1	15
Cc1nn(-c2ccccc2)c(OC(=O)c2cccs2)c1S(=O)(=O)c1ccc([N+](=O)[O-])cc1	-0.62	1	-12	-4	1.7	/	1496	-4	111	-5	4
CCOC(=O)/C(C#N)=C(\N)C(C)C(=O)Nc1ccccn1 (stereo not drawn)	-0.14	4	-3	1	0.8	-14	1523	-2	105	-5	-1
O=C(Nc1nc(-c2ccc(F)cc2)cs1)c1cnccn1	-0.081	-2	14	5	1.1	-4	1685	5	88	8	11
CCOc1ccc(-n2c(=O)cc(N3CCN(c4ccc(F)cc4)CC3)[nH]c2=O)cc1	/	-7	8	-2	3.9	5	1549	0	98	-8	1
Cc1ccc2nc(-c3ccccc3O)c(Nc3ccc4c(c3)OCCO4)n2c1	0.13	-13	-4	0	1.3	5	1545	2	107	2	0
c1coc(CNc2c3c(nc4ncnn24)CCC3)c1	0.055	-2	13	6	1.2	-15	1513	2	91	0	9
Cc1ccc(O)c(C(=O)c2cnc3onc(-c4ccc(F)cc4)c3c2)c1	/	-13	-5	-2	3.4	-2	1757	5	106	13	2

Later entries:
canonical_smiles	ROMK mod	TLR4-MyD88 BLA	STAT3 inh	STAT1 inh	RAM inhibit	S1P3 antag	SRC2 TRFRET art	PPARg SRC-3 ag	STAT3 activator	PPARg SRC-1 ag	PPARg SRC-2 ag
COc1ccc(NS(=O)(=O)c2cc(NC(=O)c3cnccn3)ccc2OC)cc1Br	0.59	4	4	1	0.8	-1	1423	-4	103	-6	1
O=C(NC(NC1CCS(=O)(=O)C1)C(=O)c1cccs1)c1ccccc1 (stereo not drawn)	/	-6	0	7	0.2	-13	1378	9	102	2	6
CC1CN(C(=O)c2ccc(COc3ccc4ccccc4c3)o2)CC(C)O1 (stereo not drawn)	-0.85	-3	-13	-24	3.3	-3	1708	8	119	15	11
O=C(c1ccc(S(=O)(=O)Cc2cc(F)ccc2F)c([N+](=O)[O-])c1)N1CCCC1	1.3	2	4	6	3.4	-3	1690	1	103	-1	-1
Nc1nc(-c2ccccn2)nc(N)c1Cc1ccccc1F	0.069	2	6	-16	0.7	-16	1546	0	97	2	1
NS(=O)(=O)c1cccc(NC(=O)COC(=O)CN2C(=O)C3CC=CCC3C2=O)c1 (stereo not drawn)	-0.21	-13	12	-3	1.4	1	1614	-1	99	2	-4
COc1ccc(-n2c(SCC(N)=O)nc3sc4c(c3c2=O)CCC4)cc1	1	10	10	2	1.4	6	1691	3	94	-4	-1
COc1ccc(-n2c(O)cnc2Nc2nc(C)cc(C)n2)cc1OC	0.63	-6	-3	-2	0.9	/	1730	5	103	3	5
COc1ccc(CC(=O)NNC(=O)CSc2nc(C)c(C)c(=O)[nH]2)cc1	0.02	-10	5	-8	0.0	-6	1296	-3	100	1	-5
COCCn1cc(C(=O)c2cc(Br)ccc2O)cc(C#N)c1=O	-0.11	-10	9	12	3.5	-3	1312	2	103	-1	3
CCOC(=O)C1(CC2CCCCO2)CCN(S(=O)(=O)c2cccc(F)c2)CC1 (stereo not drawn)	-0.9	-2	5	6	0.7	-7	1719	1	100	10	1
Cc1ccc(S(=O)(=O)N2CC3CCC2C3)cc1 (stereo not drawn)	-0.0019	0	4	-3	0.1	-8	1427	-7	101	3	-1
COc1cccc(C(=O)NCCCN2CCN(CCCNC(=O)c3cccc(OC)c3)CC2)c1	/	-12	6	2	0.9	7	1580	-3	97	-2	-6
Nc1nnc(SCC(=O)Nc2sc3c(c2C(=O)c2ccccc2)CCCC3)s1	-0.61	-17	-6	-1	5.0	8	1702	3	103	10	6
CCCNC(=O)c1cc(-c2ccc(OC)cc2)n(CCCOC)c1C	1.1	8	-1	7	0.4	-1	1370	3	109	-3	0
COc1cc2c(cc1OC)-c1nnc(-c3ccco3)n1C1(CCCC1)C2	-0.91	5	9	4	0.1	/	1653	1	94	10	8
CC(=O)c1cccc(NC(=O)c2cc(-c3ccc(C)cc3)on2)c1	0.18	13	21	-3	2.6	2	1547	-2	85	2	4
Cc1ccccc1Cn1c(=O)n(CC2CCC(C(=O)NCCc3ccccc3)CC2)c(=O)c2ccccc21 (stereo not drawn)	/	5	-12	1	5.8	-15	1427	-3	112	-1	-8
CNC(=O)CSc1nnc(-c2cc(C)cc(C)c2)o1	/	4	6	16	1.8	-83	1443	-4	98	0	7
O=C(/C=C/c1ccccc1)Oc1coc(CSc2ncccn2)cc1=O	-0.054	-8	12	24	0.6	-4	1627	0	96	1	-3

The listing continues:
canonical_smiles	ROMK mod	TLR4-MyD88 BLA	STAT3 inh	STAT1 inh	RAM inhibit	S1P3 antag	SRC2 TRFRET art	PPARg SRC-3 ag	STAT3 activator	PPARg SRC-1 ag	PPARg SRC-2 ag
CCn1c(=O)cc(OCC(=O)NCc2ccco2)c2ccccc21	0.85	-6	15	-11	0.8	20	1581	-6	91	4	-3
O=C(Nc1ccc(S(=O)(=O)Nc2nccs2)cc1)c1cccc(N2C(=O)c3ccccc3C2=O)c1	-0.029	18	14	-6	2.4	-25	1506	4	92	4	2
CCCCC/C=C\C[C@H](O)/C=C/c1cccc(C[C@H](O)CCCCO)n1	/	-2	2	6	-0.3	-1	1523	-1	100	5	-1
COc1ccc(OC)c(C(c2nnnn2Cc2ccccc2)N2CCN(C3CCCCC3)CC2)c1 (stereo not drawn)	/	11	-6	-1	0.9	1	1743	1	110	7	9
CCc1nc(NCC2CCCO2)c2oc3ccccc3c2n1 (stereo not drawn)	/	4	11	-2	0.2	-25	1473	-3	95	-8	-7
Cc1cc(C)c(C#N)c(SCC(O)CS(=O)(=O)Cc2ccccc2)n1 (stereo not drawn)	/	-3	5	10	-1.9	-6	1527	1	95	-2	7

Screening results from PubChem BioAssay.
